DUSP3 inh: blocks human VHR1 dual specificity phosphatase; hit rate 0.52% among 290,000; AID 1654; P51452; inhibition, % at 13.3 µM; recombinant VHR phosphatase, pNPP absorbance; in the data active = inhibition above about 50%; note: some compounds called inactive have numbers as strong as hits
Anthrax LF inh2: anthrax lethal factor protease inhibition. P15917. multiplex microsphere protease cleavage assay, LF. inhibition, % at 10 µM. hit rate 0.12% among 360,000. AID 588501; note: plate controls were buffer without enzyme for full effect and enzyme alone for no effect
Yp Topo-I inh: inhibitors of Yersinia pestis topoisomerase I; activity, % at 10 µM; Y. pestis Topo-I cleavage product accumulation, plate reader; AID 504884; hit rate 0.064% among 360,000; in the data active = activity above about 50%, passing the limit was not always enough; inconclusive = no clear call, values can overlap the other calls; note: inactives centre near 2
BoNT-A LC inh2: blocks Botulinum neurotoxin A light chain protease. multiplex microsphere protease substrate cleavage, flow cytometry. inhibition, % at 10 µM. hit rate 0.17% among 360,000. AID 588499; note: plate controls were buffer without enzyme for full effect and enzyme alone for no effect
CCHF vOTU inh: CCHFV vOTU protease inhibition. Pep-AMC fluorescence. inhibition, % at 11.5 µM. hit rate 0.55% among 370,000. AID 651958; in the data active = inhibition above about 30%; note: 0% = vehicle wells with enzyme and 100% = no enzyme wells
SARS 3CLpro inh: SARS-CoV 3CLpro protease inhibition; P0C6X7; recombinant SARS-CoV 3CLpro, quenched FRET peptide cleavage; inhibition, % at 6 µM; hit rate 0.14% among 290,000; in the data active = inhibition above about 12%
SSB-PriA inh: inhibitors of Klebsiella pneumoniae PriA binding to SSB C-terminal tail | AlphaScreen SSBct-PriA binding, biotinylated peptide | inhibition, % at 33 µM | hit rate 0.6% among 430,000 | AID 1272365; in the data active = inhibition mostly above about 37%, no sharp cut-off; inactive = mostly below about 20%;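 note: plate controls were negative control peptide for no effect and reference peptide for full effect; strong numbers were not always called active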
Vc quorum ag: induces V. cholerae light production without autoinducers; activation, % at 18.7 µM; V. cholerae BH1578 lux reporter, luminescence, 6 h; hit rate 0.16% among 350,000; AID 588436; in the data active = activation mostly above about 9.7%, no sharp cut-off; inconclusive = no clear call, values can overlap the other calls; inactive = mostly below about 3.7%; note: not every result past the cut was called active; inactives centre near 0; reference of the scale not given here
TcdB inh: blocks C. difficile toxin B glycohydrolase activity; TcdB glycohydrolase enzymatic assay, plate reader; inhibition, % at 9.99 µM; hit rate 0.24% among 350,000; AID 652162; in the data active = inhibition above about 10%
Target sequence (P18177 whole entry, looked up): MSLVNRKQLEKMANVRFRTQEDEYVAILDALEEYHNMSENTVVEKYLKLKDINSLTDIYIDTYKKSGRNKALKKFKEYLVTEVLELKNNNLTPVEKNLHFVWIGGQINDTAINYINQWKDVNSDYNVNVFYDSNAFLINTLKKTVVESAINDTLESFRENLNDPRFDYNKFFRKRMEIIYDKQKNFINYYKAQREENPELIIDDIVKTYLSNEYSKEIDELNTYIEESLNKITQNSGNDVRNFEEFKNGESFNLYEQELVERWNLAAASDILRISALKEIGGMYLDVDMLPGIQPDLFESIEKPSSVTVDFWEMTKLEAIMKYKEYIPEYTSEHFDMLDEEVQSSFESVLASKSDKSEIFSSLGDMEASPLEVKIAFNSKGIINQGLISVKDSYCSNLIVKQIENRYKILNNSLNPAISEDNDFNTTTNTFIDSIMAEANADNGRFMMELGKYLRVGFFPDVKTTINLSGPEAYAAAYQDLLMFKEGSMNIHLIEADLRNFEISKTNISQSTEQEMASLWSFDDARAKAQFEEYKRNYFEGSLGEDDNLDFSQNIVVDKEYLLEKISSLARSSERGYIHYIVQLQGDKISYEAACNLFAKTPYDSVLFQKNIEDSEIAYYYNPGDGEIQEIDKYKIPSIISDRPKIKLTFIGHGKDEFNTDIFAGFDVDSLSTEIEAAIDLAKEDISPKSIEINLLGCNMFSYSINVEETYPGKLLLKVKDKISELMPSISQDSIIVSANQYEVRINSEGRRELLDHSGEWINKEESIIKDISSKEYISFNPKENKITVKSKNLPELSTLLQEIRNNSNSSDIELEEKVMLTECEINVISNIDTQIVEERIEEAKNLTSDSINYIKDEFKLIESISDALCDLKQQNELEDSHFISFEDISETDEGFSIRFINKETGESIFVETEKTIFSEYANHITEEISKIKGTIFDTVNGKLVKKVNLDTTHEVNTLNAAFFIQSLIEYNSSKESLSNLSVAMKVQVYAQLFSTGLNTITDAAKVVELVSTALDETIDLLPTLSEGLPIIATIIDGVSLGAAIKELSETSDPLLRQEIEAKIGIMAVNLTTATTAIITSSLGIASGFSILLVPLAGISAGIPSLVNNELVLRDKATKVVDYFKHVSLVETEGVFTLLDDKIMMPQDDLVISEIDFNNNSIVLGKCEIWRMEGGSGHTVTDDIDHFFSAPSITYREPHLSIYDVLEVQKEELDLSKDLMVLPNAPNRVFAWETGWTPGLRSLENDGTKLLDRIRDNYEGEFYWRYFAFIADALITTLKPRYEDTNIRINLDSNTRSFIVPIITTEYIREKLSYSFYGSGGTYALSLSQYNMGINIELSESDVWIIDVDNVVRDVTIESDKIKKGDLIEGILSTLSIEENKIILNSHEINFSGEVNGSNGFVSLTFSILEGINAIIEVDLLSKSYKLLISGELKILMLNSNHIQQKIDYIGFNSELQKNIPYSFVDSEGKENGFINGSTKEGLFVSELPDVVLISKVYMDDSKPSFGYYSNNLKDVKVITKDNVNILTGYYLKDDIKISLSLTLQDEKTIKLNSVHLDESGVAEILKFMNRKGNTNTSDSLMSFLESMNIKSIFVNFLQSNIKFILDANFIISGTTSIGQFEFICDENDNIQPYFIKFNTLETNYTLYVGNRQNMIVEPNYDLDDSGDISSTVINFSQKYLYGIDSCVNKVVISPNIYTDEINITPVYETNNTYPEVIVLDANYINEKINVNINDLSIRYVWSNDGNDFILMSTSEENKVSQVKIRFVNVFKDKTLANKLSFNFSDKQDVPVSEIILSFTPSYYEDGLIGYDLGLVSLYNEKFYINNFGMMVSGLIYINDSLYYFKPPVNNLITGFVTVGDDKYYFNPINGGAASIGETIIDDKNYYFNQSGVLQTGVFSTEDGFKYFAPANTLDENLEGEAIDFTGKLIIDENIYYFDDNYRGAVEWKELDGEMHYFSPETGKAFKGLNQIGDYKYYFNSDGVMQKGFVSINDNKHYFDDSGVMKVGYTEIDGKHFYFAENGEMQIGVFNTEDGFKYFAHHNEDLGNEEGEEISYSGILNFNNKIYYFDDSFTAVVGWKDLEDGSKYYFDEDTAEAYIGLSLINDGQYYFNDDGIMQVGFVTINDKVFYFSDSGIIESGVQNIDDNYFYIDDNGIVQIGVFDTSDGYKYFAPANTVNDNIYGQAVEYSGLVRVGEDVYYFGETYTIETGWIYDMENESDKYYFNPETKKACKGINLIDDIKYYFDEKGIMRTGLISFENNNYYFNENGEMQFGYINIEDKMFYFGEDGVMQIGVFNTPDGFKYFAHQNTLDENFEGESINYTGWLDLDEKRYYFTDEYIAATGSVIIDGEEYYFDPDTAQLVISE
PfHsp40 rescue: compounds rescuing yeast from Plasmodium falciparum HSP40 toxicity | S. cerevisiae expressing PfHsp40, growth rescue, ATP luminescence | growth rescue, % at 12.5 µM | hit rate 0.68% among 340,000; in the data active = growth rescue above about 28%, passing the limit was not always enough; inconclusive = no clear call, values can overlap the other calls;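 note: yeast W303a lacking pdr1 and pdr3 grown in galactose medium; growth measured after three days at 30 °C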
Active calls of the source: *; i = inactive; ? = inconclusive; . = not tested or not shown; & = joins results of further samples. Cut-off read from the data, not from the text of the source, unless noted: active = inhibition above about 30%; inconclusive = no clear call, values can overlap the other calls; inactive = below that. This is a subset; the hit share may differ from the screen's.

SMILES	DUSP3 inh	Anthrax LF inh2	Yp Topo-I inh	BoNT-A LC inh2	CCHF vOTU inh	SARS 3CLpro inh	SSB-PriA inh	Vc quorum ag	TcdB inh	PfHsp40 rescue
COCCN1C(=O)C(=O)/C(=C(/O)c2cccc(OC)c2)C1c1ccncc1 (stereo unspecified)	11	-5	4	0.0	17	2	.	0.4	.	-1.0
CCOc1ccc(OCC)c(NC(=O)CCn2cccc2)c1	-7	-6	-8	-0.3	-5	1	18	-0.2	.	0.4
N#CC(C#N)=c1ccc2c(c1)N1C(c3ccccc3)=CC(c3ccccc3)C3CCCCC31N=2 (stereo unspecified)	34	?	-6	?	3	-1	-9	-0.3	0.9	-0.7
COc1ccc(-c2noc(CCC(=O)N3CCN(c4ccc(Cl)cc4)CC3)n2)cc1	.	4	0	-1.0	-1	.	-2	1.1	1.5	-0.5
COCCC(=O)N1CCC(Oc2ccc(C(=O)NCc3cc(C)n(C)n3)cc2)CC1	-4	-2	-7	-2.5	3	3	-3	-0.2	0.4	-1.5
CC(=O)C1=C(O)C(=O)N(Cc2cccnc2)C1c1ccc(Cl)cc1Cl (stereo unspecified)	-9	-2	6	-0.4	3	-1	-11	-4.2	.	-1.2
O=C(NCc1cccc2ccccc12)Nc1ccccc1	41	0	-1	-0.5	5	8	-19	i	0.1	0.0
Cc1ccc(Nc2nc(N3CCOCC3)c3ccccc3n2)cc1	13	-7	-5	-0.4	-7	3	-13	-0.7	.	-0.1
CSC1=NCCN1C(=O)c1cccs1	17	2	4	0.1	-2	-2	-3	-0.4	-4.8	1.0
CC(Oc1ccc2c(-c3ccccc3)cc(=O)oc2c1)C(=O)NCCCn1ccnc1 (stereo unspecified)	0	-8	-3	-0.4	1	-1	-10	-0.4	1.0	-0.5
Cc1ccc(NS(=O)(=O)c2ccc(NC(=O)N3CCCCC3)cc2)cc1	6	11	7	-2.7	-7	-8	-1	-0.2	0.5	-0.7
O=C(CCS(=O)(=O)c1cccc2nonc12)N1CCOCC1	-11	-1	-9	1.1	-4	-3	0	i	.	0.8
COc1cccc(/C=C/C(=O)OCC(=O)Nc2nnc(-c3ccccc3)o2)c1	.	1	1	-4.6	.	.	-12	i	.	1.1
Cc1nnc(C)n1/N=C/c1c(O)ccc2ccccc12	.	0	1	5.5	6	3	.	0.9	1.2	1.3
CCC(=O)NC(/C=C/c1ccccc1)c1cc([N+](=O)[O-])c2cccnc2c1O (stereo unspecified)	-22	.	.	.	9	2	.	.	0.3	.
O=S(=O)(Nc1nc2ccc(S(=O)(=O)N3CCCCC3)cc2s1)c1ccccc1	10	-5	2	-1.3	15	4	-4	i	.	0.5
COc1ccc2ccccc2c1/C=N/Nc1ccc(Cl)c(C(=O)O)c1	12	4	6	-3.3	0	2	.	-0.4	2.6	-0.7
CC1CCN(C(=S)c2ccc(O)cc2)CC1	23	-2	0	0.7	0	3	-7	-2.0	.	-0.2
CN(C)CCN1CCN(C2CN(Cc3cn(Cc4cccc(C(F)(F)F)c4)nn3)S(=O)(=O)C2)CC1 (stereo unspecified)	.	13	.	0.0	1	.	.	.	2.9	.
N#Cc1cccc(NC(=O)CN2CCN(Cc3ccccc3)CC2)c1	34	-2	2	1.2	1	-4	-9	i	0.7	0.1

Quoted at random: 2 compounds from above.
SMILES	DUSP3 inh	Anthrax LF inh2	Yp Topo-I inh	BoNT-A LC inh2	CCHF vOTU inh	SARS 3CLpro inh	SSB-PriA inh	Vc quorum ag	TcdB inh	PfHsp40 rescue
CN(C)CCN1CCN(C2CN(Cc3cn(Cc4cccc(C(F)(F)F)c4)nn3)S(=O)(=O)C2)CC1 (stereo unspecified)	.	13	.	0.0	1	.	.	.	2.9	.
COCCN1C(=O)C(=O)/C(=C(/O)c2cccc(OC)c2)C1c1ccncc1 (stereo unspecified)	11	-5	4	0.0	17	2	.	0.4	.	-1.0

The results go on:
SMILES	DUSP3 inh	Anthrax LF inh2	Yp Topo-I inh	BoNT-A LC inh2	CCHF vOTU inh	SARS 3CLpro inh	SSB-PriA inh	Vc quorum ag	TcdB inh	PfHsp40 rescue
CC(C)c1ccc(NC(=O)CCCN2C(=S)NC(C)(C)CC2C)cc1 (stereo unspecified)	-6	-3	1	0.0	8	5	7	-0.3	1.7	1.5
Cc1ccc(NC(=O)c2ccccc2CCc2ccccc2)c(C)c1	28	-2	30	-0.9	-8	0	-11	i	.	-0.5
FC(F)(F)Oc1ccccc1-c1nnc(-c2cccc(C(F)(F)F)c2)o1	16	9	7	?	-1	-2	-7	-0.6	-0.2	-0.1
CC(NC(=S)Nc1ccc(Cl)cc1Cl)C(c1cccs1)N1CCCC1 (stereo unspecified)	-5	1	-6	-0.2	8	-3	14	0.4	1.4	-1.1
Cc1nn(C)c(Sc2ccccn2)c1[N+](=O)[O-]	20	-14	3	-0.2	4	-2	-3	0.6	-0.6	-0.5
CCOc1ccccc1/C=C\c1nc(O)c([N+](=O)[O-])c(=O)[nH]1	17	-3	-6	-2.5	-10	2	-5	-1.0	1.2	-0.6
Cc1c(NC(=O)CCc2ccccc2)cccc1[N+](=O)[O-]	8	2	7	-0.2	7	4	-14	-1.8	1.0	-1.2
Cc1ccc(NS(=O)(=O)c2ccc(NC(=O)c3ccc(Br)o3)cc2)c(C)c1	9	-2	4	-0.6	-5	6	17	-2.9	.	0.9
CCOc1ccc(NC(=O)CSc2nnc(-c3ccccc3Cl)n2Cc2ccco2)cc1	-12	-4	1	0.3	3	-2	15	i	.	1.6
COc1ccc(Cn2c(=O)[nH]c3cc(C(=O)N4CCN(Cc5ccccc5)CC4)ccc3c2=O)cc1	15	-8	12	-0.5	0	-5	4	i	.	1.1

The list goes on, overlapping the part above by five compounds.
SMILES	DUSP3 inh	Anthrax LF inh2	Yp Topo-I inh	BoNT-A LC inh2	CCHF vOTU inh	SARS 3CLpro inh	SSB-PriA inh	Vc quorum ag	TcdB inh	PfHsp40 rescue
CCOc1ccccc1/C=C\c1nc(O)c([N+](=O)[O-])c(=O)[nH]1	17	-3	-6	-2.5	-10	2	-5	-1.0	1.2	-0.6
Cc1c(NC(=O)CCc2ccccc2)cccc1[N+](=O)[O-]	8	2	7	-0.2	7	4	-14	-1.8	1.0	-1.2
Cc1ccc(NS(=O)(=O)c2ccc(NC(=O)c3ccc(Br)o3)cc2)c(C)c1	9	-2	4	-0.6	-5	6	17	-2.9	.	0.9
CCOc1ccc(NC(=O)CSc2nnc(-c3ccccc3Cl)n2Cc2ccco2)cc1	-12	-4	1	0.3	3	-2	15	i	.	1.6
COc1ccc(Cn2c(=O)[nH]c3cc(C(=O)N4CCN(Cc5ccccc5)CC4)ccc3c2=O)cc1	15	-8	12	-0.5	0	-5	4	i	.	1.1
O=C1NC(=S)SC1=Cc1ccc(F)cc1	.	-6	0	0.0	20	.	-2	-3.8	2.0	1.7
COc1ccccc1-n1c(SCC(=O)NCc2ccc3c(c2)OCO3)nc2cc([N+](=O)[O-])ccc21	1	-4	3	-1.0	0	-2	28	-0.2	1.3	0.6
Cc1ccc(NCCCn2ccc(NC(=O)OCc3ccccc3)nc2=O)cc1C	.	-6	17	-0.2	19	.	19	-0.5	2.0	2.1
CN(C(=O)CSc1nnc(-c2ccc(F)cc2)c2ccccc12)C1CCS(=O)(=O)C1 (stereo unspecified)	13	6	-1	8.5	-3	1	-5	-0.2	2.4	0.2
COc1cccc(S(=O)(=O)c2nc(C)c3c(n2)CCC3)c1	12	-5	0	-1.1	-10	1	-11	i	3.1	2.2
COc1ccc(NC(=O)c2nnn(CC(=O)Nc3ccc4c(c3)OCO4)c2N)c(OC)c1	8	-3	-2	0.7	9	4	-6	i	-1.1	0.5
O=C(NNC(=O)[C@@H]1CCCC[C@@H]1C(=O)O)Nc1ccccc1	-5	0	0	-0.1	-14	-1	-3	i	1.6	-0.1
C(COC1CC2CC1C1C2CC2OC21)OC1CC2CC1C1C2CC2OC21 (stereo unspecified)	.	-6	18	-0.2	1	.	-12	i	1.5	1.2
Cc1cc(NC(=O)CCCn2cc([N+](=O)[O-])cn2)n(Cc2ccc(F)cc2)n1	15	-3	7	-0.7	-13	3	-12	1.6	0.3	-1.4
Cc1c(C(=O)Oc2cccc3cccnc23)oc2ccccc12	30	-2	20	-1.5	-9	0	2	-0.1	0.2	-0.4
CSc1nc(Sc2cccc(Cl)c2)c2ccccc2n1	12	0	3	0.1	7	5	-5	i	.	-1.4
CN(c1ccc(OCC(=O)NC2CCC(O)CC2)cc1)S(=O)(=O)c1ccc(Cl)cc1 (stereo unspecified)	.	-12	17	-0.1	9	.	-14	0.4	1.8	1.0
CC1(C)Cc2ccccc2C(N/N=C/c2ccc(Cl)cc2)=N1	28	-4	21	-0.9	0	-2	.	-0.4	.	-1.8
Cc1ccc(N(C)C(=O)N2CCN(S(=O)(=O)c3ccc(C)c(C)c3)CC2)cc1	28	-1	32	-6.4	-2	4	1&-7	-0.2	.	?
Cc1ccc(Cl)c(NC(=O)CN2CCNC(=O)C2)c1Cl	22	8	6	-0.1	-13	0	1	-0.2	1.6	-1.0
CCCCNC(=S)Nc1ccc(Cl)cc1	10	-29	-2	-10	-10	3	3	-0.4	1.2	3.1
CN(C)Cc1ccc(CNC(=O)c2ccc(Cl)c(S(=O)(=O)NC3CC3)c2)cc1	.	1	-1	-0.1	-1	.	1	i	1.0	-0.2
O=C(Cn1ccc(NC(=O)OCc2ccccc2)nc1=O)NCCc1c[nH]c2ccccc12	.	-10	11	-0.2	-7	.	-7	i	-0.5	-0.2
COc1cc(OC)c(/C=N/N2CCN(c3ccccc3OC)CC2)c(OC)c1	2	-2	-13	-1.7	-6	-3	.	i	-1.3	0.1
CC(Sc1cccc[n+]1[O-])c1ccccc1 (stereo unspecified)	43	3	-2	4.4	18	0	-5	i	-10	-1.9
CCOC(=O)N1CCN(CC(O)COc2ccc(C)cc2C(C)(C)C)CC1 (stereo unspecified)	-3	2	13	-0.2	7	2	-6	-0.2	1.9	0.3
CCOC(=O)c1sc(N(Cc2ccccc2)C(=O)CCl)nc1C	-29	-10	21	-0.4	12	6	-4	i	-0.2	-0.6
Cc1cc(C)cc(Cn2c3ccc(NC(=S)NC4CCCCC4)cc3c(=O)n2C)c1	.	-3	21	0.0	-26	.	.	i	1.0	.
C=CCNCc1ccccc1[N+](=O)[O-]	.	-7	3	0.0	0	.	-13	-4.3	0.3	-0.2
O=C(Nc1ccccc1OC(=O)c1ccc(Cl)cc1)c1ccc(Cl)cc1	33	1	8	-0.4	-6	-2	-6	-0.2	0.1	-0.5
O=C(COc1cccnc1[N+](=O)[O-])NCc1ccccc1	.	-4	7	-3.0	3	3	0	9.1	1.7	-1.6
CCc1cc2c(=O)nc3n(c2s1)Cc1ccccc1/C3=C(/O)c1ccc(F)cc1	19	4	-4	4.3	6	5	.	i	.	0.6
CCNS(=O)(=O)c1ccc2c(c1)NCC2	5	0	-1	-0.2	1	-6	-12	i	.	-1.6
CC(C)COc1ccc(C(=O)N/C(=C\c2cccc([N+](=O)[O-])c2)C(=O)OC(C)C)cc1	16	-1	13	-0.5	6	-1	7	3.4	.	0.4
O=C(Nc1ccccc1[N+](=O)[O-])c1cc(S(=O)(=O)N2CCOCC2)cs1	14	-1	3	-1.1	-4	6	15	-4.5	0.9	-2.2
CCc1c(C)sc(NC(=O)C2CCCO2)c1C#N (stereo unspecified)	1	0	8	-0.7	-1	-1	6	-0.3	.	-0.1
